High-throughput results: PubChem, The Scripps Research Institute Molecular Screening Center
TEAD-YAP block – TEAD-YAP interaction inhibition; HEK-TIYL cells, TEAD-Gal4/YAP UAS-luciferase luminescence; inhibition, % at 9.12 µM; 640,000 tested, 1.4% active; AID 1259422; in the data active = inhibition above about 32%;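 also: 0% = median of test compound wells and 100% = reference inhibitor wells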
MITF primary – inhibitors of human MITF; AlphaScreen MITF homodimerization, bead proximity signal; inhibition, % at 2.6 µM; 650,000 tested, 0.91% active; in the data active = inhibition above about 50%;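 also: 0% = vehicle wells with protein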
GPR151 activ – activators of human GPR151 | Q8TDV0 | PathHunter beta-arrestin GPR151 cells, luminescence | activation, % at 11.2 µM | 650,000 tested, 1% active; in the data active = activation above about 4.9%;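 also: 0% = median of compound wells and 100% = cells with positive control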
FBW7 activator – human FBW7 E3 ligase activation, primary screen; Q969H0; AlphaScreen FBW7–phospho-cyclin E peptide binding, activator screen; normalized activity (activation), % at 26.1 µM; 650,000 tested, 0.13% active; AID 1259310; in the data active = normalized activity above about 1.9%;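 also: purified mutant Fbw7 with reduced substrate affinity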
Target sequence (Q969H0 whole entry, looked up): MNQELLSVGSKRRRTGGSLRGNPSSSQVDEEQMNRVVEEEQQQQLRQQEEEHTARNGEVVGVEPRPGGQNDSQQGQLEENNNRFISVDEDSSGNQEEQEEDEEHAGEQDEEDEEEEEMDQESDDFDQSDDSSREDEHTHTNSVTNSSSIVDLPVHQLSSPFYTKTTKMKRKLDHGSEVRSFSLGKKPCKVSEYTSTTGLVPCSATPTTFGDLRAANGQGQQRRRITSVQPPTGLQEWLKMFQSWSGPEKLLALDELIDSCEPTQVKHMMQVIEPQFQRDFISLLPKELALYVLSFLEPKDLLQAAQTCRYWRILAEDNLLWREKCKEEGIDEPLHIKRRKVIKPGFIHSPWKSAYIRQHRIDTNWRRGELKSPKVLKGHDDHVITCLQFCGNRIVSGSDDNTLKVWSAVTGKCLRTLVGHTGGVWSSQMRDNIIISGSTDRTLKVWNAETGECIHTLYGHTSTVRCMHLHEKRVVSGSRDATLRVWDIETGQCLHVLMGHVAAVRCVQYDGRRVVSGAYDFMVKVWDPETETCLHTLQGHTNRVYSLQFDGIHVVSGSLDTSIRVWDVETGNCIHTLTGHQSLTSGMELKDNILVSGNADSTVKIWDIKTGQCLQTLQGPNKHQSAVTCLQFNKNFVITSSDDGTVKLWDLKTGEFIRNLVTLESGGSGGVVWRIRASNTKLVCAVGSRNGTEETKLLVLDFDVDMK
Active calls of the source: *.

SMILES | TEAD-YAP block | MITF primary | GPR151 activ | FBW7 activator
Cc1ccc2c(c1)N(CC(=O)NCCO)C(=O)C(C(C)C)O2 (stereo unspecified) | -18 | -3 | 0.1 | 0.1
O=C(CSc1nnc(-c2cccc(F)c2)o1)c1ccccc1F | -34 | 3 | -0.1 | 0.1
CC12C=C(Cl)C(Cl)(C(C(=O)O)C1C(=O)O)C(C(=O)O)C2C(=O)O (stereo unspecified) | -4 | 11 | -1.2 | -0.1
CCCn1cc(NC(=O)c2cc(-c3ccccc3N)no2)cn1 | -17 | 73* | 1.2 | 0.0
CCCCCc1ccc(-c2ccc(C(=O)Nc3ccc(Cl)cc3Cl)cc2)nc1 | 0 | -4 | 1.0 | 0.0
O=C(Nc1ccc(N2CCOCC2)cc1)c1ccc2nc(NCc3ccc4c(c3)OCO4)sc2c1 | -9 | 2 | -1.8 | -0.1
COCCNC(=O)c1cc(Nc2cc(OC)ccc2OC)nc2ccccc12 | 13 | 1 | 2.0 | -0.2
C[C@H]1C(=O)N2CCN(Cc3cnn(-c4cccc(Cl)c4)c3)C[C@@H]2C(=O)N1C | 14 | 14 | 0.3 | 1.1
Cc1ccccc1Nc1nc(-c2cc3cc(Br)cc(Br)c3oc2=O)cs1 | 12 | 0 | -0.2 | 0.0
CCOc1ccc2nc(NN)sc2c1 | 0 | 10 | -2.5 | 0.2
O=C(/C=C/c1ccco1)Nc1scc(-c2ccccc2)c1C(=O)O | -20 | 6 | -8.9 | 0.0
COc1cccn2c(C(=O)N3CCCC3)c(C(F)(F)F)nc12 | 9 | 2 | -0.4 | 0.3
CCCCc1c(O)nc(SCc2ccccc2)[nH]c1=O | 3 | -1 | 1.3 | 0.0
Cc1ccc(C)c(OCC(=O)Nc2cc(C(=O)O)cc(C(=O)O)c2)c1 | 9 | 11 | 0.7 | 0.4
Cc1cccc(OCC(=O)Nc2nnc(-c3cccs3)s2)c1 | -15 | 9 | 1.1 | -0.1
COC(=O)c1ccc2c(c1)s/c(=N\S(=O)(=O)c1ccccc1)n2C | 11 | 3 | 0.0 | -0.2
c1ccc(-c2noc(-c3cccc4ccccc34)n2)nc1 | 29 | 11 | -5.5 | 0.0
Nc1nonc1C(=O)NCCCN1CCOCC1 | 3 | -2 | 1.4 | 0.0
CCCCc1ccc(S(=O)(=O)OCCS(=O)(=O)CC)cc1 | 2 | 21 | 0.0 | 0.1
O=C(NCc1ccccc1)NCc1nnnn1-c1ccc(Cl)cc1 | 16 | -7 | -1.7 | 0.2
Cc1nc(C)n(CCC(=O)N2CCN(Cc3ccccc3F)C[C@@H]2C(C)C)n1 | -6 | -12 | -0.8 | 0.1
CCOc1ccccc1Nc1ncccc1C(=O)N1CCCC1 | -7 | 10 | -0.2 | 0.5
Cc1ccc(Cl)cc1N(C)C(=O)CNC(=O)Cn1cnc2sc3c(c2c1=O)CCCC3 | 7 | 0 | -1.4 | 0.0
COc1ccc(C(=O)NC(=S)Nc2ccc3oc(-c4ccncc4)nc3c2)cc1[N+](=O)[O-] | 6 | 21 | 0.3 | 0.0
CN(C)CCN(C)Cc1ccc(F)c(F)c1 | 11 | 51* | -1.1 | 0.0
SMILES | TEAD-YAP block | MITF primary | GPR151 activ | FBW7 activator
Cc1c(NC(=O)C2(c3ccccc3)CCOCC2)c(=O)n(-c2ccccc2)n1C | 13 | 13 | 3.4 | 0.1
COCC(=O)N1CCC(Cn2nc(-c3ccc(OC)cc3)ccc2=O)CC1 | -5 | 9 | -1.3 | -0.2
CN(Cc1ccccc1)C(=O)CN(C)S(=O)(=O)c1cc(Br)cnc1N | 8 | 7 | -0.3 | 0.0
COC(=O)c1ccc(NC(=O)C2CN(c3nc4c(F)cccc4s3)C2)cc1 | 1 | 5 | 3.3 | 0.1
O=C(CSc1nnc(-c2cccc(S(=O)(=O)N3CCCCC3)c2)o1)c1ccc[nH]1 | -11 | 13 | -1.2 | 0.1
O=C(COc1ccccc1)NC(=S)Nc1ccc(Cl)cn1 | -3 | 9 | 3.0 | -0.2
CCOC(=O)c1nnn(-c2nc(OC)nc(N(C)C)n2)c1C | -3 | -2 | -0.3 | -0.2
COC(=O)C1=C(O)CSC1=Nc1ccc(OC)cc1 | -4 | 23 | 3.1 | -0.1
O=C(Cn1sc2ccccc2c1=O)NCc1ccccc1Br | -14 | -9 | 1.0 | -0.4
COc1ccccc1/C=N/NC(=O)c1ccccc1Cl | -4 | 24 | 0.0 | -0.1
CC1CC(NC(=O)C(c2ccccc2)c2ccccc2)CC(C)(C)C1 (stereo unspecified) | -5 | 3 | 0.9 | 0.1
COc1ccc(OC)c(-n2nnc(-c3nc(-c4ccccc4)no3)c2N)c1 | -8 | -2 | 1.1 | -0.1
O=C(Nc1ccccc1Cl)O/N=C\c1ccc(F)cc1 | -4 | -6 | -1.4 | 0.0
Cc1c(Nc2c([N+](=O)[O-])cc([N+](=O)[O-])c3nonc23)c(=O)n(-c2ccccc2)n1C | 11 | 2 | -0.3 | -0.3
CCCc1n(CC)c2ccccc2[n+]1CC(O)COc1ccccc1 (stereo unspecified) | -2 | 3 | 0.9 | 0.0
O=C1CCC(N2CCN(c3ccccc3O)CC2)CCN1Cc1ccc(F)c(F)c1 (stereo unspecified) | 3 | 10 | 0.4 | 0.1
C=CCNCCOc1ccccc1-c1ccccc1 | 0 | -19 | -0.6 | 0.8
Nc1ccccc1NC(=O)c1ccccc1N | -41 | 15 | -2.1 | 0.1
O=C(CN1C(=O)CCc2ccccc21)NCc1ccc(Cl)cc1 | -3 | 8 | 0.7 | 0.8
COC(=O)c1ccccc1NC(=O)C1CC(=O)N(c2ccc(C(C)(C)C)cc2)C1 (stereo unspecified) | 3 | -1 | 0.9 | 0.2
O=C(/C=C/c1ccccc1)NC(=S)Nc1ccccc1O | -46 | 4 | 2.4 | 0.2
Cc1ccc(-c2nc3c(cnn3-c3ccccc3)c(=O)n2-c2ccc(C)cc2)cc1 | -27 | 2 | -0.3 | -0.2
COc1cccc(NC(=O)COc2ccc(Br)cc2)c1 | -28 | -26 | -1.2 | 0.0
C=Cc1ccc(Cn2c(C(=O)O)c(CNC3CC3)c3ccccc32)cc1 | 9 | 2 | -1.0 | 0.1
CCCCN(CCCC)S(=O)(=O)c1ccc(OC)c2ncccc12 | 7 | 13 | -1.6 | 0.4
SMILES | TEAD-YAP block | MITF primary | GPR151 activ | FBW7 activator
O=C1C2C3CCC(C3)C2C(=O)N1c1ccc2c(c1)OCCO2 (stereo unspecified) | -5 | 13 | -0.8 | 0.1
COC(=O)c1cc(NC(=O)CCc2ccc(OC)cc2)cc(C(=O)OC)c1 | -2 | -7 | 1.9 | 0.1
CN=c1sc2ccccc2n1CCC(=O)O | -5 | 2 | 0.6 | -0.7
CCOc1ccc(-n2c(Cc3cc(=O)[nH]c(=O)[nH]3)nnc2SCC)cc1 | 0 | 23 | -0.3 | 0.3
O=C(O)C(Cc1c[nH]c2ccccc12)NS(=O)(=O)c1cc(Cl)ccc1Cl (stereo unspecified) | -1 | -6 | -0.1 | 0.0
COCCNC(=S)NCCNc1nc2c(C)c(C)ccc2cc1C#N | 7 | -4 | 0.5 | 0.0
C=CCNc1cc(-c2ccccn2)nc(C)n1 | -6 | 9 | 1.7 | -0.5
CCOc1ccc(-c2nnn(CC(=O)Nc3nc(C)cs3)n2)cc1 | 1 | 3 | -0.2 | 0.6
Cc1cccc(C(=O)Nc2cccc(-c3nc4cc(C)ccc4o3)c2C)c1 | -4 | -8 | 0.6 | 0.0
O=CNCc1nc2ccccc2n1Cc1ccccc1 | -22 | 8 | 0.8 | 0.8
CCOc1ccc(NC(=O)CN(C2=NC3CS(=O)(=O)CC3S2)c2ccccc2)cc1 (stereo unspecified) | 6 | 11 | -1.9 | 0.3
CC(=O)N1CCN(Cc2ccc3c(c2)CN(C(=O)c2csc(C)n2)CCO3)CC1 | -7 | 8 | 0.3 | 0.1
CC(C(=O)N1CCCC1)c1ccc([N+](=O)[O-])cc1 (stereo unspecified) | 5 | 14 | 0.1 | 0.6
O=C(NC1CCCCC1)C1CC1c1ccccc1 (stereo unspecified) | -12 | 10 | -0.3 | 0.1
COC(CNc1cc(-c2ccncc2)nc(-c2ccccc2)n1)OC | -2 | 15 | 0.1 | 0.7
CC(C)(C)C(=O)CSc1nc2c(sc(=S)n2Cc2ccccc2)c(=O)n1Cc1ccccc1 | 1 | 20 | 1.4 | 0.2
COc1cc(OC)nc(CSCCNC(=O)CN2CCc3ccccc3C2)n1 | 2 | -4 | 2.7 | 0.0
C=CCn1c(SC(C)CC)nc2c1c(=O)n(C)c(=O)n2C (stereo unspecified) | -10 | -24 | 0.6 | -0.1
Cc1ccc(O)c(NC(=O)c2cnn3cc(Br)cnc23)c1 | 2 | 1 | 7.5* | 0.8
COc1cc(SC)ccc1C(=O)N1CCN(c2ccccc2)CC1 | -6 | 23 | -0.7 | 1.0
Nc1ccc2c3c(cccc13)C(=O)N(c1ccccc1)C2=O | -2 | 7 | 0.3 | 0.2
CCOc1ccccc1-n1nnc(C(=O)Nc2ccccc2OC)c1C | -27 | -3 | 2.8 | -0.9
Cc1nc(N)nc(Cl)c1Cc1ccc(Cl)cc1 | -18 | -12 | -0.6 | -0.1
O=C(NCc1cccs1)C(=O)NCC(c1ccco1)N1CCOCC1 (stereo unspecified) | -5 | -1 | 2.0 | -0.1
O=C(NCCOc1ccccc1)c1cnc(-c2cccs2)s1 | -23 | -1 | 1.3 | 0.0
SMILES | TEAD-YAP block | MITF primary | GPR151 activ | FBW7 activator
COc1cccc(OC)c1CN1CCc2nnc(CCc3ccccc3)n2CC1 | 5 | 13 | 0.3 | 0.3
Cc1nn(C(=O)c2ccccc2Br)c(C)c1Sc1ccc(Cl)cc1 | 1 | 20 | -0.1 | 0.3
O=C(Nc1ccccn1)NC12CC3CC(CC(C3)C1)C2 | 2 | 2 | -0.3 | 0.1
O=C(CNC(=O)c1ccco1)OCc1c(Cl)cccc1Cl | 4 | -8 | 0.0 | -0.1
O=C(c1ccncc1)N1CCCCC1c1nc2ccccc2[nH]1 (stereo unspecified) | -2 | 7 | -0.2 | 0.0
COc1ccc(-c2nnc3c4cnn(C)c4ncn23)cc1OC | -9 | 4 | 0.0 | 0.0
COc1ccc(-c2nnc(SCC(=O)NCCC3=CCCCC3)nc2-c2ccc(OC)cc2)cc1 | 3 | 7 | -0.1 | 0.1
CCOC(=O)C(C#N)C(=O)c1ccc(NC(=O)c2ccco2)cc1 (stereo unspecified) | 6 | 12 | -0.3 | 0.2
Clc1ccc(CN2CCN(Cc3c[nH]c4ccccc34)CC2)cc1 | -9 | 75* | -1.1 | -0.3
C=CCN1C(=O)/C(=C/c2cccc(OC)c2OCC(=O)O)SC1=S | -6 | 7 | -1.9 | 0.3
C[C@H](Cn1nnc2ccccc21)NC(=O)Cn1nnc2ccccc21 | 16 | -4 | 2.2 | 0.0
COc1ccc(CNc2c3c(nc4ncnn24)CCC3)cc1 | 10 | 24 | 1.5 | 0.1
COc1ccc(Cl)cc1NC(=O)CSc1ccc(-c2ccccn2)nn1 | 9 | 3 | -0.8 | 0.0
O=C(COc1ccccc1)Nc1ccc(I)cn1 | -17 | 19 | 1.3 | 0.8
CC1=CC=CN2C1=NC(=O)CC2(C)C(=O)N(CC(=O)NC1CCCC1)Cc1ccccc1 (stereo unspecified) | 3 | 16 | 0.1 | 0.0
CCC(C)NC(=O)c1cnn2c(C(F)F)cc(-c3ccc(OC)cc3)nc12 (stereo unspecified) | 5 | 1 | 0.8 | 0.2
COc1cc2ccccc2cc1C(=O)N1CCN(C23CC4CC(CC(C4)C2)C3)CC1 | 1 | 19 | 0.1 | -0.1
CC(C)c1ccc(NC(=O)Cn2c(=O)oc3cc(S(=O)(=O)N4CCCC4)ccc32)cc1 | 14 | -2 | -0.9 | 0.0
CC(=O)c1cccc(NC(=O)c2noc3c2COc2ccccc2-3)c1 | -32 | 1 | 1.2 | -0.2
CCN(CC)c1ccc(C(=O)N=c2sc3cc(C)ccc3n2C)cc1 | -9 | 11 | -0.3 | -0.2

Given comma-delimited: 14 of the compounds above.
smiles,TEAD-YAP block,MITF primary,GPR151 activ,FBW7 activator
C[C@H]1C(=O)N2CCN(Cc3cnn(-c4cccc(Cl)c4)c3)C[C@@H]2C(=O)N1C,14,14,0.3,1.1
Cc1ccccc1Nc1nc(-c2cc3cc(Br)cc(Br)c3oc2=O)cs1,12,0,-0.2,0.0
CCOc1ccc2nc(NN)sc2c1,0,10,-2.5,0.2
O=C(/C=C/c1ccco1)Nc1scc(-c2ccccc2)c1C(=O)O,-20,6,-8.9,0.0
COc1cccn2c(C(=O)N3CCCC3)c(C(F)(F)F)nc12,9,2,-0.4,0.3
CCCCc1c(O)nc(SCc2ccccc2)[nH]c1=O,3,-1,1.3,0.0
Cc1ccc(C)c(OCC(=O)Nc2cc(C(=O)O)cc(C(=O)O)c2)c1,9,11,0.7,0.4
Cc1cccc(OCC(=O)Nc2nnc(-c3cccs3)s2)c1,-15,9,1.1,-0.1
COC(=O)c1ccc2c(c1)s/c(=N\S(=O)(=O)c1ccccc1)n2C,11,3,0.0,-0.2
c1ccc(-c2noc(-c3cccc4ccccc34)n2)nc1,29,11,-5.5,0.0
Nc1nonc1C(=O)NCCCN1CCOCC1,3,-2,1.4,0.0
CCCCc1ccc(S(=O)(=O)OCCS(=O)(=O)CC)cc1,2,21,0.0,0.1
O=C(NCc1ccccc1)NCc1nnnn1-c1ccc(Cl)cc1,16,-7,-1.7,0.2
Cc1nc(C)n(CCC(=O)N2CCN(Cc3ccccc3F)C[C@@H]2C(C)C)n1,-6,-12,-0.8,0.1
